LDHA inh: qHTS assay for inhibitors of human lactate dehydrogenase | hit rate 0.15% among 480,000 | L-lactate dehydrogenase A chain (Homo sapiens), P00338 | purified LDHA, NADH/diaphorase-resazurin fluorescence; stronger effect = lower value | activity change, % (values are at about 110 or 230 µM); in the data active means activity change below about -30%; inconclusive means mostly about -25% to -30%;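 further: plate controls were DMSO wells for no effect and wells without enzyme for full effect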
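Resorufin fluorescence (ex540/em590), read at 0 and 20 min after diaphorase/resazurin addition, reports the NADH left after a 5 min room-temperature reaction of 2 nM human LDH5 with 0.06 mM NADH and 0.2 mM pyruvate.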
Anesthetic bind: qHTS Assay for Identification of Novel General Anesthetics. apoferritin/1-aminoanthracene competitive binding, fluorescence. Potency, µM (series often up to 77.5 µM), inactives show top-dose activity change, negative = displacement, hits mostly inhibitors. hit rate 0.074% among 350,000; further: potency means the concentration at half of the fitted maximal effect; on the % scale 0 is the no-effect control and ±100 the full control effect; nearly all actives have a fitted effect of over 20% in size
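Steps: apoferritin (10 uM) was premixed with half-saturated 1-AMA in PBS, compounds were pin-transferred, plates stood 10 min at room temperature, fluorescence was read at 380/535 nm, and curves were fitted with a Hill equation.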
APEX1 inh: qHTS Assay for Inhibitors of the Human Apurinic/apyrimidinic Endonuclease 1 (APE1); recombinant APE1, TAMRA/BHQ-2 abasic DNA cleavage fluorescence; Potency, µM (highest dose often 65.8 µM), for inactives: at the highest dose activity change, negative = inhibition, hits mostly inhibitors; hit rate 0.35% among 350,000; AID 2517, 2012;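 further: potency means the concentration at half of the fitted maximal effect; plate controls were vehicle for no effect and reference inhibitor for full effect; nearly all actives have a fitted effect of over 55% in size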
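Endonuclease cleavage of a quenched abasic-site DNA duplex (50 nM) by APE1 (0.75 nM) was tracked by TAMRA dequenching. Compounds were preincubated with enzyme 15 min at room temperature; data normalized to buffer-only and DMSO wells plus NSC13755 control.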
ALOX12 inh: Primary qHTS assay for inhibitors of human arachidonate 12S-lipoxygenase (ALOX12): Round 2 | Potency, µM (highest dose often 108 µM), for the others: at the top dose activity change, negative = inhibition, hits mostly inhibitors | purified 12hLO, xylenol orange hydroperoxide absorbance | hit rate 1.1% among 580,000; further: potency means the concentration at half of the fitted maximal effect; on the % scale 0 is the no-effect control and ±100 the full control effect
Target sequence (P18054 whole entry, looked up): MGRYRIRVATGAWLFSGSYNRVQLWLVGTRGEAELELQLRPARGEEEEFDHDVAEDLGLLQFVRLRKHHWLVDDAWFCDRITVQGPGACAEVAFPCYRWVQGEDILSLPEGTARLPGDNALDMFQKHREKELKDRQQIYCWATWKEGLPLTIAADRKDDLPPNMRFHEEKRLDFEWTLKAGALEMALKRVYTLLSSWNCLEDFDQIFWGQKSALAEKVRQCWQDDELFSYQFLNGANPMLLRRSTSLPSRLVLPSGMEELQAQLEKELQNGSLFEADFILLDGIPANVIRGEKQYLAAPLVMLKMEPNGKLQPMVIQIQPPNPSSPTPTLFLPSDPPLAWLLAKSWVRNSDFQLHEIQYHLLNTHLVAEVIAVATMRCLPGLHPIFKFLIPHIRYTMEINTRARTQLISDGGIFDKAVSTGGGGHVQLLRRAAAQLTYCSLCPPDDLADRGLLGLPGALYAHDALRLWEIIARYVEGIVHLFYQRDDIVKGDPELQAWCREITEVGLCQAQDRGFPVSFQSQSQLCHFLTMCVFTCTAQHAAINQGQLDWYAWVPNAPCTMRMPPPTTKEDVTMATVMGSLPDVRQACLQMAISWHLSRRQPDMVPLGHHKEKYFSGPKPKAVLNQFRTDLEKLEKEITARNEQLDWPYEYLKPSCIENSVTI
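Hydroperoxide product was detected by ferrous iron/xylenol orange as the 573 to 405 nm absorbance ratio. Arachidonic acid at 40 uM (final) was turned over for 30 min at room temperature by 150 nM human 12hLO, pH 7.0 Hepes buffer, after 15 min compound preincubation.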
ERG-DNA inh: qHTS for Small Molecule Inhibitors of the ERG Ets/DNA interaction. fluorescence polarization, His-ERG Ets domain / labelled DNA. Transcriptional regulator ERG (Homo sapiens), P11308. Potency, µM (highest dose often 76.9 µM), for inactives: at the top dose FP activity, negative = inhibition, actives largely listed as inhibitors. hit rate 0.028% among 370,000; active means well fitted inhibition curve with a large enough effect in the polarisation, with a control signal flat; inconclusive means small, poorly fitted or top-dose-only effect, or effect the other way, or a change in a side signal; inactive means no such curve, though single readings can be large or run the other way; the % refers to the polarisation;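 further: polarization taken with two DNA probes labelled with fluorescein and Texas red; potency means the concentration at half of the fitted maximal effect; % of control where 0% means no effect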
Target sequence (P11308 whole entry, looked up, the tested form may be a part): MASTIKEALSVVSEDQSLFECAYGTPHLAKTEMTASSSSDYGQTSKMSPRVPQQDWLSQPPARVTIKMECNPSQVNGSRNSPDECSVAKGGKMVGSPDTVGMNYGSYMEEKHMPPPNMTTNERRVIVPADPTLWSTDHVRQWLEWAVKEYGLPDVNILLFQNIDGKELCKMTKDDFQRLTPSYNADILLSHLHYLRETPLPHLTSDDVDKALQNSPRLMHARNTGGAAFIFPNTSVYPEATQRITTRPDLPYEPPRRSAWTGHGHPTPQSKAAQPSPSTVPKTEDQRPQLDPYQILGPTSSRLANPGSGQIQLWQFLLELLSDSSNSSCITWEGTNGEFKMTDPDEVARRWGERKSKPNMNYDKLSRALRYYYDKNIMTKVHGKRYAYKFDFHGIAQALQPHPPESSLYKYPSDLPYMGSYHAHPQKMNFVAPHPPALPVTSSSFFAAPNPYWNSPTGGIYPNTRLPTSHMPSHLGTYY
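His-tagged ERG Ets domain (1 uM in the protein solution; 300mM KCl, 50mM Tris-HCl, 1mM EDTA, 1mM DTT, pH 7.5) received compound, then a probe mix of 5 nM fluorescein-DNA and 100nM Texas-615-DNA. Fluorescence polarization was read for both dyes.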
POLH inh: qHTS for Inhibitors of Polymerase Eta; DNA polymerase eta (Homo sapiens), Q9Y253; recombinant Pol eta, fluorescent DNA replication assay; Potency, µM (doses to about 114 µM), for the others: at the highest dose activity change, negative = inhibition, most hits filed as inhibitors; hit rate 1.2% among 390,000; further: potency means the concentration at half of the fitted maximal effect; on the % scale 0 is the no-effect control and ±100 the full control effect
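Pol eta (10 nM) was preincubated with compounds for 15 min at room temperature, after which fluorescent replication substrate (50 nM final) was added to start the reaction. Fluorescence was read kinetically at 0 and 10 min.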
Pol kappa inh: qHTS for Inhibitors of Polymerase Kappa | DNA polymerase kappa (Homo sapiens), Q9UBT6 | purified Pol kappa, fluorescent DNA synthesis assay, 10 min | Potency, µM (series often up to 107 µM), inactives show top-dose activity, negative = inhibition, hits mostly inhibitors | hit rate 0.53% among 400,000; further: potency means the concentration at half of the fitted maximal effect; on the % scale 0 is the no-effect control and ±100 the full control effect
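Kinetic fluorescence screen: compound preincubated 15 min RT with 10 nM enzyme; 50 nM substrate (final) initiates; reads at 0/10 min.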
RGS4 inhibitor: Inhibitors of Regulator of G Protein Signaling (RGS) 4: qHTS. Transcreener GDP fluorescence polarization, RGS4-accelerated GTP hydrolysis. Potency, µM (series often up to 114 µM), for the others: at the highest dose activity change, negative = inhibition, actives largely listed as inhibitors. hit rate 0.039% among 390,000. AID 504845, 2011; further: potency means the concentration at half of the fitted maximal effect; on the % scale 0 is the no-effect control and ±100 the full control effect; nearly all actives have a fitted effect of over 75% in size; some results filed as inactive show a strong effect at the top dose
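MLSMR compounds (23 nl, pin-transferred) preincubated 10 min at room temperature with a 500nM (2x) first reagent, then RGS4 at 900nM (2x) plus Transcreener GDP mix added; fluorescence polarization (620/688 nm) read before and after 90 min at 30 °C.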
Pol beta inh: qHTS Assay for Inhibitors of DNA Polymerase Beta | Pol beta primer extension/strand displacement, fluorescence kinetic | Potency, µM (titrated, usually from 114 µM), for the others: top-dose activity change, negative = inhibition, actives largely listed as inhibitors | hit rate 1.3% among 340,000 | AID 485314, 2010; further: potency means the concentration at half of the fitted maximal effect; on the % scale 0 is the no-effect control and ±100 the full control effect
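Curves were derived by four-parameter Hill fits of normalized qHTS data. The kinetic fluorescent primer-extension read was taken at 0 and 10 min after 50 nM substrate, following a 15 min room-temperature preincubation of 10 nM enzyme with compounds.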
An asterisk follows results filed as active; ? = inconclusive; . = no result given; & = joins results of further samples; [ ] = another dose, or the depositor's remark. Unless noted, the call rests on the fitted dose curve; in most records, active means well fitted curve in the direction sought with a large enough effect; inconclusive means small, poorly fitted or top-dose-only effect, or another doubt; inactive means no such curve, though single readings can be large; an effect the other way counts as inactive or inconclusive. This is a subset; rates above refer to the full screens.

Under each structure: LDHA inh, Anesthetic bind, APEX1 inh, ALOX12 inh, ERG-DNA inh, POLH inh, Pol kappa inh, RGS4 inhibitor, Pol beta inh
> COC(=O)c1ccccc1NC(=O)c1cc(-c2ccc(C)cc2)on1
    -2, -2%, 2%, ., 7%, -3%, -23%, 23%, -24%
> S=c1[nH]nc(-c2ccco2)n1/N=C/C=C/c1ccco1
    5, 0%, -8%, ?, 11%, 28µM*, 79µM*, ?, 35µM*
> CC(=O)c1ccc(NC(=O)CCCCCn2nnc3ccccc3c2=O)cc1
    -2, -11%, 37%[activator], 19%, -3%, -11%, 1%, -13%, 1%
> Cc1nnc(NC(=O)CSc2nnc(CC(=O)Nc3ccccc3F)n2C)s1
    -10, 7%, 6%, 0%, -2%, -1%, -1%, 8%, 35%
> CCN(C(=O)COC(=O)/C=C/c1c(C)nn(-c2ccccc2)c1C)C1CCS(=O)(=O)C1 (centres undefined)
    -8, -6%, 5%, -4%, -4%, -9%, -5%, 32%, 1%
> O=C1N(c2cccc(Cl)c2)C(c2ccc(Cl)cc2)N2CCCN12 (centres undefined)
    -3, -15%, 5%, -9%, 9%, -26%, -11%, -19%, -24%
> CCN(CC)S(=O)(=O)c1cc([N+](=O)[O-])ccc1NNC(=O)Nc1ccccc1
    5, ?, 14%, -14%, -3%, 6%, -19%, 2%[56.9 µM], -1%
> CN(C)CCCN(C(=O)c1ccc(S(=O)(=O)N2CCCCCC2)cc1)c1nc2ccc(F)cc2s1
    -5, ?, 0%, ?, 11%, -1%, -3%, 17%, 21%
> CNC(=O)c1ccc(-c2ccc(OC)cc2)s1
    -7, 0%, 8%, 139%[activator], 6%, -6%, -11%, 4%, 25%
> Cc1cc(C)cc(-c2nnc(SCC(=O)Nc3cc(C)on3)o2)c1
    -7, ., -6%, 4%, 4%, 0%, -13%, 16%, .
> O=C(Nc1ncc(Br)s1)C1CCCN1S(=O)(=O)c1cccc2cccnc12 (centres undefined)
    -3, -3%, 10%, 19%, -7%, 10%, -4%, -5%, 30%
> O=C(CCn1c(=O)[nH]c2ccsc2c1=O)N1CCN(c2cccc(Cl)c2)CC1
    -3, -22%, 0%, -8%, -22%, -6%, -6%, -33%[56.9 µM], 17%
> COc1ccc(C(=O)COC(=O)c2cc(=O)c3ccccc3o2)cc1
    -4&-1, ., 35%, ?, -2%, 8%, -4%, 12%, .
> CC(C(=O)Nc1nc(-c2ccc(F)c(F)c2)cs1)N1C(=O)C2CC=CCC2C1=O (centres undefined)
    0, ., 8%, 41%, 3%, -28%, -6%, -4%, .
> CCOc1ccc(C(=O)CCC(=O)N(CC)CC(=O)NCc2cccs2)cc1
    3, ., 8%, ?, -8%, 0%, -13%, -10%, .
> COc1ccc(-c2nc3c(c(SCC(=O)Nc4cc(C)cc(C)c4)n2)Cc2c(CO)cnc(C)c2O3)cc1
    -2, -13%, ., -24%, -2%, -5%, -3%, 23%, 27%
> Cc1ccc(/C(O)=C2/C(=O)C(=O)N(CC(=O)O)C2c2ccc([N+](=O)[O-])cc2)cc1 (centres undefined)
    11, -13%, 10%, ?, -1%, -4%, -5%, 9%[56.9 µM], 2%
> O=C(NC1CCSC1=O)C1CC(=O)N(c2ccc(F)cc2)C1 (centres undefined)
    -1, -9%, 64%[activator][12.4 µM], ?, 1%, -7%, 0%, -7%, -1%
> O=[N+]([O-])c1cccc(COc2cccc(CN3CCOCC3)c2)c1
    1, ., ., -17%, -3%, -18%, -3%, 23%, .
> Cc1ccc(S(=O)(=O)N2CCCCC2)cc1NC(=O)CNCc1ccco1
    -19, -9%, ?, 2%, -14%, -23%, 6%, -4%, 0%
> CC(C)NC(=O)CN1C(=O)CSc2ccc(S(=O)(=O)N3CCCC3)cc21
    -4, -11%, 52%, -6%, -5%, -1%, -6%, 18%[11.4 µM], 27%
> Cc1ccc(C(=O)N2CCN(c3nc4ccccc4n3C)CC2)cc1
    -8, -6%, -3%, 10%, -1%, -4%, 0%, 33%, 22%
> CCc1ccc(/C=C\C(=O)N2CCc3ccccc3C2)cc1
    -6, ?, -5%, -30%, 2%, -24%, -9%, 18%, -2%
> O=C(COC(=O)c1ccccn1)NCCCc1ccccc1
    0, -20%, -6%, ?, 0%, -14%, -12%, -5%, -8%
> COc1ccc(CCNC(=O)CNC(=O)c2ccc3c(c2)OCO3)cc1OC
    -6, 8%, 11%, 6%, -9%, -5%, 0%, -3%, -5%
> CCN(c1cccc(C)c1)S(=O)(=O)c1c(C)[nH]c(C)c1C(=O)N1CCCCC1
    0, -3%, 28%, -9%, 3%, 1%, 1%, 23%[11.4 µM], 25%
> CC(=O)c1c(C)[nH]c(C(=O)NCc2cccc(Cl)c2)c1C
    -7, -12%, 2%, ?, 0%, -8%, -15%, 2%, 18%
> COc1cccc(-c2csc(N3CCN(C(=O)C4CCCCC4)CC3)n2)c1
    -6, -11%, ?, 4%, -5%, -18%, -1%, -12%, 5%
> CCOc1ccc(C(c2c(O)cc(C)n(Cc3ccco3)c2=O)N2CCN(c3ccccc3)CC2)cc1 (centres undefined)
    -3, -8%, ., ?, 0%, -14%, -2%[60.1 µM], ?, -1%
> COc1ccc(CCNC(=O)CSC(=O)c2ccccc2)cc1OC
    -4, -8%, 10%, -23%, 6%, -18%, -8%, -45%, 13%

The last 2 entries of the part before open the next one:
Under each structure: LDHA inh, Anesthetic bind, APEX1 inh, ALOX12 inh, ERG-DNA inh, POLH inh, Pol kappa inh, RGS4 inhibitor, Pol beta inh
> CCOc1ccc(C(c2c(O)cc(C)n(Cc3ccco3)c2=O)N2CCN(c3ccccc3)CC2)cc1 (centres undefined)
    -3, -8%, ., ?, 0%, -14%, -2%[60.1 µM], ?, -1%
> COc1ccc(CCNC(=O)CSC(=O)c2ccccc2)cc1OC
    -4, -8%, 10%, -23%, 6%, -18%, -8%, -45%, 13%
> O=C1c2ccccc2CCCC12N=NCC2c1cccc2ccccc12 (centres undefined)
    -17, -23%, ?, 0%, -6%, 9%, -14%, 29%, ?
> CCn1c(SCC(=O)N2CCc3ccccc3C2)nc2sc(C)c(C)c2c1=O
    -2, -2%, 2%, -18%, 11%, -4%, -6%, -10%, ?
> O=C(CN1CCc2ccccc2C1)NCc1ccco1
    2, -17%, -7%, 4%, 3%, -9%, -2%, -46%, 22%
> COc1ccc(N(CC(=O)N2CCc3ccccc3C2)S(=O)(=O)c2ccc(C)cc2)cc1Cl
    -1, 56%[activator], ., -13%, 6%, -10%, -20%, -10%, -11%
> COc1cc(OC)cc(-c2cc3cc(F)ccc3cn2)c1
    0, ., 0%, -17%, -5%, -4%, -9%, 10%, .
> COc1ccc(C(=O)OCC(=O)c2c(N)n(C)c(=O)n(C)c2=O)cc1OC
    -12, 0%, -9%, 3%, -12%, -1%, -5%, -48%, 25%
> CCC(=O)Nc1ccc(C(=O)N/N=C/c2cc(Br)c(OC)cc2OC)cc1
    -10, -10%, -10%, -16%, -3%, -13%, -3%, 25%, 24%
> N#C/C(=C/c1ccc(N2CCCCC2)o1)C(=O)Nc1ccc(Cl)cc1
    -6, -8%, 10%, ?, -5%, -15%, -3%, -13%, 32%
> CC(=O)NNC(=O)c1csc(Cc2c(Cl)sc3ccc(Cl)cc23)n1
    0, 6%, 7%, 180%[activator], -2%, -15%, -2%, -9%, 0%
> COC(=O)/C=C1/S/C(=N/NC(=O)c2ccc(OC)cc2)NC1=O
    0, 13%, 8%, 36%[activator], 0%, -17%, -15%, -3%, 37%
> CCC(CC)C(=O)NC1CC(=O)N(c2ccc3c(c2)OCCO3)C1 (centres undefined)
    -5, -12%, ., -16%, 0%, -5%, -7%[60.1 µM], -8%, -2%
> O=C(Nc1ccc(Nc2ccccc2)cc1)c1c(F)c(F)c(F)c(F)c1F
    2, ?, -10%, 0%, -2%, -4%, -11%, -8%, 18%
> CCc1c(C)nc(SCc2ccccn2)[nH]c1=O
    -2, -5%, -4%, 1%, 1%, -3%, -3%, 3%, 66%
> CCOc1ccc2[nH]c(=O)c(CN(Cc3cccs3)Cc3nnnn3C(C)(C)CC)cc2c1
    -3, 210%[activator], 9%, 8%[57.4 µM], ., -9%, -6%[60.1 µM], 21%, 14%
> COc1ccc(NC(=O)C2CCC(N3C(=O)C4C5C=CC(C5)C4C3=O)CC2)cc1 (centres undefined)
    -11, ?, 2%, 0%, 2%, -12%, 5%, -14%, 1%
> CC1(C)CC(O)C(C)(C)N1O (centres undefined)
    -1, -10%, 0%, 0%, 4%, -10%, -1%, 5%[11.4 µM], 4%
> CCCn1nnnc1NC(=O)c1ccc2ccccc2c1
    -2, 2%, -1%, -13%, -1%, -7%, -8%, 14%, -28%
> COC(=O)c1ccc2c(c1)N(C)C(=O)CS2
    -3, -8%, 1%, 12%, -7%, -16%, 11%, -2%, ?
> CCCC(C1=C(O)CC(C)(C)CC1=O)C1C(=O)CC(C)(C)CC1=O (centres undefined)
    -6, 4%, 0%, ?, 5%, -12%, -6%, -4%, -20%
> COc1cc(OC)c(/C=N/NC(=O)c2ccncc2)c(OC)c1
    -4, -7%, 13%, -7%, 0%, -2%, -19%, -1%, 17%

Source: PubChem BioAssay
